# Screens (PubChem)
# PKM2 act – qHTS Assay for Activators of Human Muscle isoform 2 Pyruvate Kinase | 260,000 compounds, 0.34% hits | purified PKM2, Kinase-Glo ATP luminescence, activation; response scale: 0% is enzyme alone, no compound | Pyruvate kinase PKM (Homo sapiens), P14618 | Potency, µM (top dose mostly 57.5 µM), without a hit: at the top dose activation, hits mostly activators; further: potency means the concentration at half of the fitted maximal effect; on the % scale 0 is the no-effect control and ±100 the full control effect; nearly all actives have a fitted effect of over 55% in size
#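 Purified hPK-M2 (>95% pure) converted ADP (0.1 mM final) to ATP with 0.5 mM PEP in 50 mM imidazole pH7.2, KCl, MgCl2, Tween 20, BSA; 1 h at room temperature. ATP detected by Kinase-Glo luminescence.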
# USP2a inh – qHTS Assay for Inhibitors of Ubiquitin-specific Protease USP2a Using CHOP2 as the Reporter. Ubiquitin carboxyl-terminal hydrolase 2 (Homo sapiens), O75604. USP2 core, Ub-CHOP2 coupled fluorogenic reporter, 485/531. Potency, µM (top dose mostly 38.3 µM), inactives show at the highest dose activity change, negative = inhibition, usual class: inhibitors. 330,000 compounds, 0.01% hits. AID 463254, 2010;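 further: potency means the concentration at half of the fitted maximal effect; plate controls were DMSO wells for no effect and full inhibition by NEM control for full effect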
#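 Cell-free coupled assay: 10nM USP2 core preincubated 30min RT with compound in Tris-HCl pH 8.0/CaCl2/CHAPS buffer, then 25nM Ub-CHOP2 and 25nM reporter substrate; fluorescence (Ex 485/Em 531) read after 60min RT, normalized to NEM inhibition, concentration-response curves fitted.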
# TSHR antag – Antagonists of the Thyroid Stimulating Hormone Receptor: HTS campaign | Thyrotropin receptor (Homo sapiens), P16473 | TSHR-expressing cells, TSH-stimulated cAMP HTRF, 2 h; hits give low values | activity change, negative = inhibition, % at 11.5 µM | 330,000 compounds, 0.2% hits | AID 504810, 2011;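 active means activity change below a set negative limit, meaning inhibition stronger than a set level, cut at about -70% in these data; inconclusive means activity change between two set negative limits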; further: on the % scale 0 is the no-effect control and ±100 the full control effect
#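 TSHR-expressing cells were treated with compounds, then stimulated with TSH at EC80 (4nM final) for 2 hours at 37 deg C. Cellular cAMP was measured by HTRF competition between lysate cAMP and cAMP-d2 for a cryptate-labelled anti-cAMP antibody.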
# MBNL1 CUG block – qHTS Assay for Inhibitors of MBNL1-poly(CUG) RNA binding | Muscleblind-like protein 1 (Homo sapiens), Q9NR56 | TR-FRET MBNL1-His/biotin-(CUG)12 binding, 665/545 ratio | Potency, µM (highest dose often 57.5 µM), inactives show at the highest dose activity change, negative = inhibition, most hits filed as inhibitors | 280,000 compounds, 0.036% hits; active means well fitted inhibition curve with a large enough effect in the signal ratio, with a control signal flat, not every such curve was filed as active; inconclusive means small, poorly fitted or top-dose-only effect, or effect the other way, or a change in a side signal; inactive means no such curve, though single readings can be large or run the other way; the % refers to the signal ratio; further: potency means the concentration at half of the fitted maximal effect; on the % scale 0 is the no-effect control and ±100 the full control effect
# Target sequence (Q9NR56 whole entry, looked up): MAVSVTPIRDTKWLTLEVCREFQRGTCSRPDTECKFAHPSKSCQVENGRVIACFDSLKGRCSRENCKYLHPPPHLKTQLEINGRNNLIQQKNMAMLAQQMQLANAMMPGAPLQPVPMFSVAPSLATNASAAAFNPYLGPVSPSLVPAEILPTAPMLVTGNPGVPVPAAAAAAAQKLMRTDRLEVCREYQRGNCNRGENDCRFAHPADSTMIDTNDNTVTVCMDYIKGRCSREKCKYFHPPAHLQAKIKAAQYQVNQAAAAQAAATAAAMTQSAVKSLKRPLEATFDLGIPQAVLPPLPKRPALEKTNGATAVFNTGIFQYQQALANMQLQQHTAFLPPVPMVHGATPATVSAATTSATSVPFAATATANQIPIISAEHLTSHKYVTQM
#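 Compound titration spanned 92 nM–58 uM against the MBNL1-His/biotin-(CUG)12 complex. After 60 min at room temperature with 5 nM streptavidin-XL665 and 0.055 ng/ul terbium anti-His, ratiometric 665/545 nm emission (Ex 340 nm) normalized to controls.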
# Eya2 inh – qHTS Assay for Inhibitors of the Phosphatase Activity of Eya2; 330,000 compounds, 0.006% hits; Protein phosphatase EYA2 (Homo sapiens), O00167; Potency, µM (highest dose often 76.9 µM), for inactives: at the highest dose activity, negative = inhibition, usual class: inhibitors; recombinant Eya2, OMFP fluorescence dephosphorylation (OMFP is methylfluorescein phosphate); further: potency means the concentration at half of the fitted maximal effect; on the % scale 0 is the no-effect control and ±100 the full control effect
#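 Eya2 protein (added as 0.2 uM solution) was preincubated with compound for 10 min at ambient temperature in 50 mM HEPES pH 7.5, 50 mM NaCl, 5 uM MgCl2, 0.05% BSA, 1 mM DTT. OMFP (added at 50 uM) then reacted 10 min; fluorescence read at 485/525 nm.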
# Chronic BCR inh – qHTS Assay to Find Inhibitors of Chronic Active B-Cell Receptor Signaling. ABC-DLBCL IkBa-CBG/CBR reporter, luminescence ratio, 4 h. 340,000 compounds, 0.05% hits. Potency, µM (highest dose often 46.1 µM), for inactives: at the highest dose ratio change, negative = lower green/red ratio, actives largely listed as inhibitors; active means well fitted inhibition curve with a large enough effect in the signal ratio, with a control signal flat, not every such curve was filed as active; inconclusive means small, poorly fitted or top-dose-only effect, or effect the other way, or a change in a side signal; the % refers to the signal ratio;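 further: potency means the concentration at half of the fitted maximal effect; plate controls were basal doxycycline-induced cells for no effect and cells given 10 µM MG132 for full effect; MG132 reads +100%, hits lower the ratio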
#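 TMD8 human ABC-DLBCL cells with doxycycline-inducible IκBα–green luciferase fusion and unfused red luciferase, in 0.5% FBS medium; compounds up to 46 uM, 4 h at 37C. Green/red luminescence ratio, filter-overlap corrected, fitted to concentration-response curves.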
# Menin MLL FP TR – qHTS Assay for Inhibitors Targeting the Menin-MLL Interaction in MLL Related Leukemias: Competition With Texas Red Labeled MLL-derived Mutant Peptide. Potency, µM (highest dose often 61.6 µM), for the others: top-dose FP activity change, negative = inhibition, most hits filed as inhibitors. Menin + Texas Red MLL mutant peptide, fluorescence polarization. AID 1768, 2009. 270,000 compounds, 0.23% hits. O00255; active means well fitted inhibition curve with a large enough effect in the polarisation, with a control signal flat, not every such curve was filed as active; inconclusive means small, poorly fitted or top-dose-only effect, or effect the other way, or a change in a side signal; inactive means no such curve, though single readings can be large or run the other way; the % refers to the polarisation; further: potency means the concentration at half of the fitted maximal effect; % of control where 0% means no effect; many of its hits are not listed in these tables
# Target sequence (O00255 whole entry, looked up): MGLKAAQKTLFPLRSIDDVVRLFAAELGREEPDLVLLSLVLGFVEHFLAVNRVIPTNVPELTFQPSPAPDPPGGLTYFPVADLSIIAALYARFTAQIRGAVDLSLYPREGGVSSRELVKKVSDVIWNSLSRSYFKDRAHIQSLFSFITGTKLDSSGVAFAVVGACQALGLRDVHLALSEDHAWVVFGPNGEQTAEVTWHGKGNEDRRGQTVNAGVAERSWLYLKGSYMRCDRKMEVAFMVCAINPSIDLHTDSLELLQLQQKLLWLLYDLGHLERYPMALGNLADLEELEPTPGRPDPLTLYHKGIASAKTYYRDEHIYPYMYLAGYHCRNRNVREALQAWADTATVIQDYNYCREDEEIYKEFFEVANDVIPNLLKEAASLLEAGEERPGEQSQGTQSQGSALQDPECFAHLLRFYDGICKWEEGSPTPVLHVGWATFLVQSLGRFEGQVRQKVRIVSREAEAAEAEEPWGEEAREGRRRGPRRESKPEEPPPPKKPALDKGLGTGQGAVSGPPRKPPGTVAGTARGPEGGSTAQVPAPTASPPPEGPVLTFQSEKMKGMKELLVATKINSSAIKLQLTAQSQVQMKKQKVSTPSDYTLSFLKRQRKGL
# hERG WT inh – qHTS for Inhibitors of KCHN2 3.1: Wildtype qHTS | AID 720551, 2013 | Voltage-gated inwardly rectifying potassium channel KCNH2 (Homo sapiens), Q12809 | 340,000 compounds, 0.37% hits | activity change, % at 1.84 µM | U2OS, BacMam KCNH2, thallium flux FluxOr; hits give low values;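 active means maximum activity change below -70%; inconclusive means maximum activity change between -70% and -50%; inactive means maximum activity change above -50%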; further: on the % scale 0 is the no-effect control and ±100 the full control effect
#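 U2OS cells were transduced with wild-type KCNH2 virus (2.03 x 10^8 / mL) for 4 h at room temperature, then cultured overnight at 37 C. Thallium flux was read with FluxOr dye. Rate constants were normalized to DMSO controls.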
# S-ASM inh – Inhibitors of Secretory Acid Sphingomyelinase (S-ASM): qHTS; Sphingomyelin phosphodiesterase (Homo sapiens), P17405; AID 504937, 2011; 340,000 compounds, 0.006% hits; placental ASM, HMU-PC fluorogenic substrate, 60 min; Potency, µM (titrated, usually from 57.5 µM), for inactives: top-dose activity change, negative = inhibition, usual class: inhibitors; further: potency means the concentration at half of the fitted maximal effect
#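 Fluorescence read-out (Ex 386 nm, Em 447 nm) after stopping the reaction at pH 10. Enzyme: ASM from human placenta; substrate HMU-PC0, 9 uM final; 60 min, 37 °C. Compound preincubation 10 min, ambient temperature.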
# Mito fusion act – qHTS Assay for Small Molecule Inhibitors of Mitochondrial Division or Activators of Mitochondrial Fusion; S. cerevisiae fusion-defective mutant growth rescue, CellTiterGlo 48 h; Potency, µM (doses to about 46.1 µM), for the others: at the highest dose growth rescue (activation), actives largely listed as activators; 320,000 compounds, 0.23% hits; AID 485298, 2010;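 further: potency means the concentration at half of the fitted maximal effect; % of control where 0% means no effect; nearly all actives have a fitted effect of over 45% in size; temperature-sensitive fusion mutants such as fzo1-1 at 37 °C on non-fermentable ethanol glycerol medium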
#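 S. cerevisiae fusion-defective temperature-sensitive mutants (e.g. fzo1-1, mgm1-5) grown 48 h at 37C in YPEG (ethanol/glycerol non-fermentable) medium with 23 nl compound per well; growth rescue read as CellTiterGlo luminescence.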
# GALK inh – qHTS Assay for Inhibitors of Human Galactokinase (GALK); P51570; Purified GALK, Kinase-Glo residual ATP luminescence; Potency, µM (titrated, usually from 57.5 µM), for inactives: at the top dose activity change, negative = inhibition, usual class: inhibitors; 270,000 compounds, 0.007% hits; further: potency means the concentration at half of the fitted maximal effect; on the % scale 0 is the no-effect control and ±100 the full control effect
#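 Human GALK (5 nM) with 35 uM ATP and 100 uM galactose in 20 mM HEPES pH 8.0, 5 mM MgCl2, 60 mM NaCl, 1 mM DTT, 0.01% BSA. After 1 h at room temperature, leftover ATP was read by Kinase-Glo Plus luminescence.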
# An asterisk follows results filed as active; u = inconclusive; x = no result given; [ ] = dose if it differs, or a comment. Unless noted, the call rests on the fitted dose curve; in most records, active means well fitted curve in the direction sought with a large enough effect; inconclusive means small, poorly fitted or top-dose-only effect, or another doubt; inactive means no such curve, though single readings can be large; an effect the other way counts as inactive or inconclusive. Only part of the results is shown. The share of hits here may be higher or lower than overall.
SMILES	PKM2 act	USP2a inh	TSHR antag	MBNL1 CUG block	Eya2 inh	Chronic BCR inh	Menin MLL FP TR	hERG WT inh	S-ASM inh	Mito fusion act	GALK inh
COc1cc(C(=O)NCC(=O)NCC(c2ccco2)N2CCCCC2)cc(OC)c1OC (stereo unspecified)	x	1%	-8	x	-2%	-1%	x	-1	-1%	-2%	x
CSC1=N/C(=C\c2ccc3c(c2)OCO3)C(=O)S1	0%	2%	4	4%	-1%	-19%	u	-3	-1%	-1%	2%
CCCNC(=O)C1CC(c2cccc(F)c2)=NO1 (stereo unspecified)	-2%	7%	2	-7%	-1%	u	x	u	-5%	12%	-2%
COc1ccccc1N1CCN(CC(O)c2ccccc2)CC1 (stereo unspecified)	0%	0%	6	-10%	16%	6%	4%	2	0%	4%	1%
Cc1cccc(C(=O)OCC(=O)Nc2nnc(-c3ccccc3)o2)c1O	x	-1%	6	x	6%	-7%	x	23	-2%	16%	x
C=CCn1c(N/N=C/c2ccc(O)cc2)nc2ccccc2c1=O	-6%	1%	-1	5%	-3%	u	u	3	-9%	7%	-4%
CCOC(=O)C(C)Sc1nc2c(c(=O)[nH]c(=O)n2C)n1Cc1ccc(Cl)cc1 (stereo unspecified)	4%	4%	-4	-5%	-29%	u	-13%	u	2%	0%	1%
CCN(CC(=O)Nc1cc(Cl)ccc1Cl)C(=O)c1ccc(-n2cccn2)cc1	x	0%	3	x	2%	u	x	7	0%	12%	x
CN(/C=C/c1c([N+](=O)[O-])c(=O)n(C)c(=O)n1C)c1ccccc1	-2%	1%	-10	2%	1%	0%	-21%	-9	1%	1%	1%
CCN(CC)S(=O)(=O)c1cc(C(=O)OCC(=O)NC(=O)c2cccn2C)ccc1C	-4%	2%	-18	x	-2%	-2%	5%	17	-3%	-1%	-2%
COc1ccc(C2=NN(c3nc4ccccc4s3)C(=O)/C2=C\N(C)C)cc1	-5%	-1%	-11	x	4%	-2%	37%[activator]	7	15%	-3%	0%
NC(=S)N1CCCc2ccccc21	3%	2%	-6	-3%	7%	5%	x	2	0%	-2%	-1%
COc1ccccc1NC(=O)CSc1nnc(-c2ccncc2)n1CC1CCCO1 (stereo unspecified)	-5%	1%	9	8%	22%	-11%	6%	-1	2%	-10%	0%
O=C(/C=C\c1cccs1)N1CCN(Cc2ccc3c(c2)OCO3)CC1	-1%	-2%	0	u	-6%	-16%	-14%	8	-4%	-14%	-2%
CCC(=O)Nc1ccc2c(c1)nc1n2CCSC1	3%	4%	-2	5%	19%	u	0%	-1	7%	2%	3%
OCC(O)CN(c1ccccc1)c1ccccc1 (stereo unspecified)	-1%	0%	4	9%	14%	4%	1%	-27	4%	2%	-1%
CC(=O)C1=C(C)OC2(O)c3ccccc3C(=O)C12O (stereo unspecified)	4%	-10%	-4	u	-6%	u	x	-4	-2%	-2%	-2%
CCN(CC(=O)Nc1ccc(NC(C)=O)cc1)C(=O)/C=C/c1ccc2c(c1)OCO2	x	0%	11	x	14%	-18%	x	13	-2%	-2%	x
Cc1ccc(C)c(-n2c(CNC(=O)c3ccco3)nnc2SCC(=O)Nc2nccs2)c1	3%	0%	0	-6%	u	0%	x	5	-1%	2%	1%
CN(C)/C=C(\C#N)C(=O)c1cccnc1Oc1ccc(F)cc1F	-1%	1%	16	-3%	-6%	14%	x	6	2%	4%	-7%
COc1ccccc1N/N=C(\C#N)C(=N)N1CCOCC1	-1%	4%	-3	u	10%	u	0%	-4	-9%	-1%	-3%
COc1ccc(-c2cc3nc(C)cc(C)n3n2)cc1	-3%	1%	4	-2%	8%	-2%	0%	14	1%	6%	-3%
CC1(C)C(=O)Nc2ccccc2N1C(=O)COC(=O)c1ccc([N+](=O)[O-])o1	x	3%	18	x	6%	2%	x	14	5%	x	x
CCCN(CC(=O)Nc1ccccc1OC)C(=O)c1ccc(S(=O)(=O)Nc2ccccc2)cc1	x	0%	4	x	-7%	u	x	3	2%	6%	x
Cc1ccc(C)c(NC(=S)NNC(=O)c2cc3c(s2)CCC(C)C3)c1 (stereo unspecified)	-8%	-1%	4	-9%	-5%	-9%	-21%	3	1%	8%	0%
O=C(O)CNC(=O)CC1S/C(=N/N=C2/NC(=O)CS2)NC1=O (stereo unspecified)	-13%	2%	3	4%	16%	-2%	-1%	-4	0%	5%	0%
COCCN1C(=O)N(c2cccc(C)c2)C(=O)C1CC(=O)Nc1ccc(OC)cc1 (stereo unspecified)	-3%	2%	-3	2%	-16%	0%	9%	-14	0%	-1%	-2%
O=C(N/N=C/c1cc(Cl)ccc1O)C(=O)Nc1ccccc1OC(F)(F)C(F)F	-2%	1%	-16	u	7%	u	u	-22	-6%	22%	1%
CC(C)(C)c1ccc(C(=O)Nc2sc3c(c2C(=O)O)CCC3)cc1	-10%	-6%	-4	-11%	18%	u	u	-1	8%	4%	1%
CC(NC(=O)c1ccc2c(c1)OCO2)C(c1cccs1)N1CCN(c2ccccc2)CC1 (stereo unspecified)	-2%	10%	-17	-3%	8%	-4%	x	-8	-1%	-1%	-2%
COc1cccc(OCCOc2c(OC)cccc2OC)c1	-1%	-1%	12	-6%	-9%	u	1%	6	3%	9%	5%
O=S(=O)(c1ccc(Cl)nc1)N1CCOCC1	x	1%	x	x	1%	3%	x	16	3%	x	x
COc1ccc(NC(=O)CN2CCN(S(=O)(=O)c3ccc(Br)cc3)CC2)c(OC)c1	x	1%	4	-2%	-2%	u	x	1	-3%	1%	3%
CNS(=O)(=O)c1ccc(NC(=O)c2ccoc2C)cc1	-15%	0%	-5	5%	11%	-1%	12%	26	-1%	4%	6%
CCOC(=O)C1(Cc2ccc(Cl)cc2)CCN(C2CCC2)CC1	-2%	-1%	-10	4%	1%	0%	1%	8	1%	-22%	1%
CCCCCc1cc(=O)oc2c(C(CCN3CCCC3)c3cc(OC)c(OC)c(OC)c3)c(OC)cc(OC)c12 (stereo unspecified)	18%	0%	6	1%	-12%	-4%	x	3	-9%	-9%	0%
O=C(CN1CCc2ccccc21)NN1CC(=O)N(c2ccc(Cl)cc2)CC1=O	3%	11%	-11	-13%	2%	u	x	3	-2%	0%	1%
COP(=O)(CC(=O)c1ccccc1)CC(=O)c1ccccc1	2%	0%	-6	-3%	5%	1%	-7%	12	0%	9%	1%
COc1ccccc1C(=O)C1CCCN(C(=O)c2ccco2)C1 (stereo unspecified)	-8%	2%	-32	1%	1%	-8%	0%	5	-1%	9%	-2%
CCOC(=O)C1=C(C)N(C)C(=S)NC1c1ccccc1 (stereo unspecified)	-4%	-1%	4	-1%	4%	11%	-2%	-10	8%	-11%	-4%
